Screening results as filed in PubChem BioAssay.
MEKK3 PB1 HTS = modulators (inhibitors or enhancers) of MEK5 binding to human MEKK3 PB1 domain; actives 1.4% (n = 290,000); binding response (% of control), % at 10 µM; bead-based flow cytometry, Alexa488-MEK5 binding to MEKK3; actives lie on both sides; 0 = blocked by unlabeled MEK5, 100 = vehicle;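 active = binding response more than 3 SD above or below the average of its plate-row segment, actives on both sides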;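 note: Alexa488 bead fluorescence after subtracting the streptavidin-only scavenger bead signal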
OXTR agonist = agonists of human oxytocin receptor | activation, % at 3 µM | actives 0.32% (n = 320,000) | CHO-OTR cells, Fluo-8 calcium fluorescence; normalized: DMSO 0%, oxytocin 100% | P30559 | AID 2435;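 active = activation above the mean of all tested compounds plus 3 SD, cutoff set per screening run, cut at about 20% in these data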;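 note: peak over basal fluorescence ratio from a 100 s FLIPR kinetic read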
Target sequence (P30559 whole entry, looked up): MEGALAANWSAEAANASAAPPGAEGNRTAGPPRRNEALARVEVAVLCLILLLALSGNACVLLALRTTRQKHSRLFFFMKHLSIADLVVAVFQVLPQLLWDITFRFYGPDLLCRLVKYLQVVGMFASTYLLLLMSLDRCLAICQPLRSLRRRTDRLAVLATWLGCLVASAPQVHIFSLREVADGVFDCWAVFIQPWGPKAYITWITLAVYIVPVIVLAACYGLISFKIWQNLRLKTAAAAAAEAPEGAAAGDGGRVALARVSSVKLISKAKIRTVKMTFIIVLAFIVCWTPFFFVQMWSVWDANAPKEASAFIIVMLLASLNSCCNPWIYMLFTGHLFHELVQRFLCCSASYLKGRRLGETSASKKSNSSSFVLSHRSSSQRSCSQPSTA
MEKK2mut PB1 HTS = signal of MEK5 binding to mutant human MEKK2 PB1 domain | bead flow cytometry, Alexa488-MEK5 binding to MEKK2 mutant | percent response, % at 10 µM | actives 0.35% (n = 290,000) | AID 1530; in the data active = percent response above about 24%, passing the limit was not always enough; note: inactives centre near 1; some results filed as inactive read as strong as hits; reference of the scale not given here
NALP1 yeast inh = NALP1 inhibition | S. cerevisiae NALP1/ASC/caspase-1 growth, X-gal OD620, 72 h | inhibition, % at 10 µM | actives 0.61% (n = 280,000) | AID 2071; in the data active = inhibition mostly above about 24%, no sharp cut-off; inactive = mostly below about 32%; note: some compounds called inactive have numbers as strong as hits
V1aR counter = V1a receptor agonism, counter-screen for OXTR agonists; P37288; CHO-V1R cells, Fluo-8 calcium fluorescence, agonist mode; 0% DMSO, 100% 3 nM vasopressin; activation, % at 3 µM; actives 0.25% (n = 320,000); AID 2797;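 active = activation above the mean activation of all tested compounds plus 3 SD, per screening run, cut at about 20% in these data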;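 note: signal is peak over basal fluorescence ratio across a 100 second FLIPR read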
MEKK2wt PB1 HTS = raises or lowers MEK5 binding to wildtype human MEKK2 PB1 domain | actives 1.1% (n = 290,000) | binding response (% of control), % at 10 µM | Q9Y2U5 | bead flow cytometry, Alexa488-MEK5 binding to MEKK2 WT; actives lie on both sides; in the data active = binding response below about 67% or above about 130%
GPR7 antagonist = blocks human GPR7 receptor signaling | P48145 | GPR7-expressing cells, fluorescence antagonist assay | inhibition, % at 4.4 µM | actives 1.1% (n = 290,000); in the data active = inhibition above about 16%, passing the limit was not always enough;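 note: cells stimulated with the agonist NPW; 0% = agonist with vehicle and 100% = vehicle without agonist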
GalR3 antag = blocks the human galanin receptor 3; O60755; HEK293 GalR3-CNG cAMP membrane potential fluorescence; galR3 body fused to GalR1 C-terminus; inhibition, % at 3 µM; actives 0.44% (n = 360,000); AID 651719;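 active = inhibition above the screen-wide average plus 3 SD, cut at about 13% in these data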;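 note: forskolin and galanin both at EC90 stimulate the cells; cAMP rise reported by CNG channel membrane potential dye signal; 0% = forskolin plus galanin with DMSO and 100% = forskolin alone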
Target sequence (O60755 1-299 limits assumed): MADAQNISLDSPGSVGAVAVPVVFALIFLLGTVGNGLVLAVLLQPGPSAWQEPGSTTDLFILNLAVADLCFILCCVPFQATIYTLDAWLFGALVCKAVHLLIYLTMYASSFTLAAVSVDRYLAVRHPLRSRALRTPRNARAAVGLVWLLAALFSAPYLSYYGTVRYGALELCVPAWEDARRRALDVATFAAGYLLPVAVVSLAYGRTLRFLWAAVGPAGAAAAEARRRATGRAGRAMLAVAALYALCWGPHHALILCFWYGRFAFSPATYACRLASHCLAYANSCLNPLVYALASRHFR
PHOSPHO1 inh = PHOSPHO1 (human) inhibition | Q8TCT1 | inhibition, % at 13.3 µM | actives 1.1% (n = 290,000) | recombinant PHOSPHO1, absorbance phosphatase assay | AID 1565; in the data active = inhibition above about 60%
Target sequence (Q8TCT1 whole entry, looked up): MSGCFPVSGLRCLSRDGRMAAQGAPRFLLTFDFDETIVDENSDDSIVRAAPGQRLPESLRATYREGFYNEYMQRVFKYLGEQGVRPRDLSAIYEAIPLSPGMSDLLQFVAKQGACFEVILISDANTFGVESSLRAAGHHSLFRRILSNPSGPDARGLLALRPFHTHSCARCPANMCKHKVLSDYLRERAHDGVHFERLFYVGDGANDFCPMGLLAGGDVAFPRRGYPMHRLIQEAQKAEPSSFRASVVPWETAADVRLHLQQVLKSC
* marks the source's active call; other numbers are inactive results; . = not tested or not shown. No enrichment for hits. Share with any hit: about 5.4%.

Below each compound: MEKK3 PB1 HTS	OXTR agonist	MEKK2mut PB1 HTS	NALP1 yeast inh	V1aR counter	MEKK2wt PB1 HTS	GPR7 antagonist	GalR3 antag	PHOSPHO1 inh
1. Cc1ccc(-n2ccnc2SCC(=O)N(CC(C)C)C2CCS(=O)(=O)C2)c(C)c1 (configuration not stated)
  104.0	0.9	4.0	6.5	0.6	109.0	2.1	-3.9	46.5
2. Cc1cccn2c(=O)c3cc(C#N)c(=NC(=O)c4cccnc4)n(CC4CCCO4)c3nc12 (configuration not stated)
  98.0	-1.8	1.0	.	-0.7	100.0	-17.9	-4.0	.
3. CCOc1ccccc1C1CC(c2ccc(Cl)cc2)Nc2nc(N)nn21 (configuration not stated)
  100.0	2.6	1.0	-1.1	2.5	99.0	6.4	-3.7	21.7
4. Cc1sc2nc(NCCO)[nH]c(=O)c2c1C
  103.0	-0.2	9.0	6.5	-0.8	106.0	1.2	1.9	-13.3
5. CCOC(=O)N1CCN(C(=O)COc2ccc(S(=O)(=O)NCC(C)C)cc2C)CC1
  101.0	0.6	1.0	10.6	0.7	105.0	8.6	-6.4	7.8
6. Cc1cc(C)n2nc(C(=O)NC3CCCc4ccccc43)nc2n1 (configuration not stated)
  83.0	-0.4	-10.0	-0.5	0.6	84.0	-7.1	8.5	40.8
7. N#Cc1nc(-c2ccccc2F)oc1NCc1ccccc1
  99.0	-0.9	3.0	-30.2	-0.5	100.0	0.8	-3.6	6.7
8. Cc1cccc(NC(=O)CSc2nnc(-c3ccc(S(=O)(=O)N4CCOCC4)cc3)n2C)c1
  99.0	-2.4	1.0	9.6	0.1	97.0	-5.6	-1.8	-15.0
9. CCOC(=O)C1CCN(S(=O)(=O)c2ccccc2)CC1
  102.0	1.1	2.0	12.3	0.1	104.0	-7.4	-10.6	24.8
10. COc1cc(-c2cc(N3C(=O)Nc4ccccc4N3O)n[nH]2)cc(OC)c1OC
  106.0	1.0	3.0	8.5	0.5	102.0	-3.4	-8.3	3.2
11. CCN(Cc1cc2cc(C)ccc2[nH]c1=O)C(=O)c1cccc([N+](=O)[O-])c1
  94.0	-1.8	1.0	-3.6	-0.7	101.0	-9.6	5.5	54.8
12. O=S(=O)(NCC1CCCO1)c1ccc(Cl)cc1 (configuration not stated)
  101.0	1.7	6.0	1.1	1.0	111.0	-8.7	-3.0	-11.3
13. CC(C)(O)C#Cc1ccc(C(=O)N2CCN(c3ccc(F)cc3)CC2)cc1
  93.0	0.8	-14.0	-4.0	0.1	83.0	-1.8	-4.5	-9.9
14. CC(Sc1nncn1-c1ccccc1)C(=O)Nc1cccc([N+](=O)[O-])c1 (configuration not stated)
  103.0	1.2	-2.0	41.7	1.5	98.0	10.4	-4.9	-23.0
15. COc1ccc(CNS(=O)(=O)c2cc(Br)cc3c2N(C(C)=O)C(C)C3)cc1 (configuration not stated)
  105.0	0.5	-2.0	13.5	0.4	102.0	12.1	-8.7	6.5

Reprinted from the part before: 4 entries; new compounds follow.
Below each compound: MEKK3 PB1 HTS	OXTR agonist	MEKK2mut PB1 HTS	NALP1 yeast inh	V1aR counter	MEKK2wt PB1 HTS	GPR7 antagonist	GalR3 antag	PHOSPHO1 inh
12. O=S(=O)(NCC1CCCO1)c1ccc(Cl)cc1 (configuration not stated)
  101.0	1.7	6.0	1.1	1.0	111.0	-8.7	-3.0	-11.3
13. CC(C)(O)C#Cc1ccc(C(=O)N2CCN(c3ccc(F)cc3)CC2)cc1
  93.0	0.8	-14.0	-4.0	0.1	83.0	-1.8	-4.5	-9.9
14. CC(Sc1nncn1-c1ccccc1)C(=O)Nc1cccc([N+](=O)[O-])c1 (configuration not stated)
  103.0	1.2	-2.0	41.7	1.5	98.0	10.4	-4.9	-23.0
15. COc1ccc(CNS(=O)(=O)c2cc(Br)cc3c2N(C(C)=O)C(C)C3)cc1 (configuration not stated)
  105.0	0.5	-2.0	13.5	0.4	102.0	12.1	-8.7	6.5
16. O=C(COc1ccc(Br)cc1Br)NC(=O)NC1CCCC1
  104.0	-1.8	-5.0	19.0	-0.8	96.0	3.2	-3.2	11.7
17. CCn1nc(C)cc1-c1n[nH]c(=S)n1N
  107.0	-0.1	16.0	2.3	0.4	107.0	-2.0	0.1	101.6*
18. CC1(C(=O)N(CC(=O)NC2CCCC2)Cc2ccccc2)CC(=O)N=C2C=CC=CN21 (configuration not stated)
  98.0	-0.1	9.0	2.2	0.3	103.0	1.5	-9.7	22.4
19. O=C(C1CCN(c2nnnn2-c2ccccc2)CC1)N1CCN(c2ccccc2)CC1
  93.0	-0.3	-6.0	14.9	-0.2	88.0	-13.3	-4.5	5.5
20. O=C(Nc1cccc2ccccc12)C1CCCC1
  103.0	.	3.0	3.9	.	107.0	-7.7	-8.8	25.3
21. CC(C)(C)NC(=O)C(c1ccncc1)N(Cc1cccs1)C(=O)Cn1nnc(-c2cccs2)n1 (configuration not stated)
  99.0	-0.1	-2.0	-15.8	0.3	98.0	-13.5	-4.5	21.3
22. O=C(NCCN1C(=O)C2C3C=CC(C3)C2C1=O)Nc1ccc(Br)cc1 (configuration not stated)
  104.0	-0.2	3.0	19.0	-0.3	106.0	-8.3	-1.4	0.3
23. CCn1c(SCC(=O)NNC(=O)c2ccc(C)cc2)nnc1-c1ccncc1
  101.0	0.6	-3.0	.	0.4	93.0	-0.7	-6.5	.
24. O=[N+]([O-])c1ccc(N2CCOCC2)nc1
  106.0	0.4	6.0	5.4	0.2	108.0	-6.0	-2.5	8.3
25. CC(=O)N(CC1CCCO1)c1nnc(-c2cnccn2)s1 (configuration not stated)
  103.0	-0.2	8.0	8.5	0.5	109.0	-10.2	0.2	11.2
26. CCCn1c(SCc2cc(=O)[nH]c3ccccc23)nc2c1c(=O)n(C)c(=O)n2C
  95.0	0.0	2.0	4.9	-0.2	96.0	.	-7.2	0.6
27. Cc1cnc(NC(=O)c2cccs2)s1
  94.0	-0.3	-7.0	34.5*	1.2	90.0	-2.1	-11.6	46.2
28. Cc1cccc(C)c1NC(=O)C(Cl)C(=O)c1ccccc1 (configuration not stated)
  100.0	1.4	0.0	50.4*	0.6	102.0	11.6	-9.2	20.0
29. N#Cc1ccccc1CN1C(=O)c2ccccc2S1(=O)=O
  97.0	0.7	7.0	9.1	0.4	104.0	-12.2	2.4	3.8
30. COC(=O)C(NC(=O)c1ccc(F)cc1)(Nc1nc(C)cs1)C(F)(F)F (configuration not stated)
  105.0	-2.3	6.0	-5.5	-1.5	105.0	17.2*	-2.0	-13.6
31. CC1=NN(C(=O)c2csc(C)c2C)C(O)(C(F)(F)F)C1 (configuration not stated)
  94.0	-0.5	1.0	24.1	0.3	99.0	-4.9	6.7	-8.8
32. Cc1ccc(-c2nn(CC(=O)N3CCOCC3)c(=O)c3ccccc23)cc1S(=O)(=O)N(C)C
  94.0	0.3	-3.0	-56.1	-0.2	96.0	-6.1	-0.1	7.6
33. C(=N\NCc1ccccc1)/c1ccc2nccnc2c1
  104.0	0.0	4.0	19.2	-0.5	104.0	-3.1	4.4	11.6
34. CC(C)OC(=O)CSc1nc(-c2ccc(F)cc2)cc(C(F)(F)F)n1
  86.0	-1.1	1.0	1.4	-0.6	102.0	-5.0	-5.9	4.9
35. CCOC(=O)c1cc(NC(=O)COC)ccc1O
  104.0	0.6	0.0	-7.5	1.0	98.0	-2.8	.	15.8
36. O=C(NNc1ccccc1Cl)C(O)(c1cccc(C(F)(F)F)c1)c1cccc(C(F)(F)F)c1
  93.0	-1.1	-2.0	18.5	0.2	99.0	15.1	-5.7	-2.6
37. CCOc1ccc(CNC(=O)C(CC)n2nc(C)n3c(cc4occc43)c2=O)cc1OC (configuration not stated)
  102.0	0.5	6.0	.	0.7	103.0	-13.0	-5.6	22.1
38. O=C(COC(=O)c1cc(-c2cccc(Br)c2)nc2ccccc12)NCC1CCCO1 (configuration not stated)
  107.0	0.4	10.0	18.7	0.9	112.0	-2.1	-5.7	44.8
39. COc1cc(/C=C2/SC(=Nc3ccc(O)cc3)NC2=O)cc(OC)c1O
  99.0	5.0	-5.0	5.9	6.4	99.0	7.2	4.5	5.0
40. CCOc1ccc(OCC)c(NC(=O)CSc2nc3c(c(=O)n(C)c(=O)n3C)n2CC)c1
  112.0	-0.3	8.0	2.5	-0.8	106.0	-9.9	-3.4	6.2
41. Cc1cc(=O)oc2c(C)c(OC(C)C(=O)N3CC[C@@]4(O)CCCC[C@H]4C3)ccc12 (some centres not stated)
  101.0	0.2	-1.0	12.8	0.3	103.0	-8.4	0.0	34.3
42. COc1cc(C(=O)NCC2CCCO2)cc(OC)c1OC (configuration not stated)
  118.0	0.3	9.0	11.7	0.9	93.0	-6.2	-5.3	5.7
43. O=C(Nc1ccccc1)c1cccnc1Nc1ccccc1
  95.0	-1.9	-2.0	10.0	-0.5	94.0	-12.3	-7.7	20.3
44. COc1cccc(NC(=O)c2sc3ncn(CC(=O)N4CCN(c5ccccn5)CC4)c(=O)c3c2C)c1
  102.0	0.7	3.0	11.3	0.3	104.0	-16.8	-6.7	48.8
45. CCOc1cc(C(=O)OCC(=O)c2c(C)[nH]c3ccccc23)ccc1OCC(=O)N1CCOCC1
  77.0	1.9	-8.0	1.3	4.7	83.0	-8.9	-2.5	14.1
46. COc1ccc(/C=N/NC(=O)c2cc(-c3ccccc3OC(C)C)nc3ccccc23)cc1CN1CCOCC1
  111.0	0.9	-1.0	27.0	2.8	110.0	-15.2	0.2	4.9
47. CC1(C)Cc2nc3sc4c(NCCO)ncnc4c3cc2CS1
  101.0	0.7	-4.0	30.6*	0.4	96.0	-10.2	-0.8	18.9
48. N=c1oc2c3c4c(cc2cc1C(=O)Nc1ccccc1)CCCN4CCC3
  98.0	112.0*	-7.0	-0.8	59.6*	84.0	-3.5	.	16.8
49. Cc1ccc(C(=O)NCCOc2cccc(C)c2)cc1
  107.0	-2.3	0.0	5.4	-0.2	102.0	-4.2	0.4	45.4
50. COc1ccc(/C=C2\N=C3CCCCCN3C2=O)cc1OC
  101.0	-0.9	1.0	-15.4	-0.4	103.0	-5.2	-6.5	20.5
51. CCc1ccccc1NC(=S)N(Cc1cccc(C)c1)c1cccnc1
  100.0	2.7	-1.0	8.3	1.4	97.0	-9.3	4.4	8.4
52. O=C(CN(c1ccc(F)cc1)S(=O)(=O)c1ccc2c(c1)OCCO2)NCc1ccccc1
  103.0	-1.2	-1.0	-8.4	0.3	103.0	-5.3	-4.8	15.0
53. Cc1ccc(N(C)C(=O)c2cnn(-c3ccccc3)c2C)c(C)c1
  107.0	-1.8	2.0	20.0	-0.2	108.0	-6.9	-5.2	13.9
54. O=C(NC1CCOc2ccccc21)c1ccc(Cl)nc1 (configuration not stated)
  99.0	-0.9	-5.0	32.0	0.7	101.0	8.3	-1.3	27.0
55. O=C(Nc1cccc(S(=O)(=O)N2CCOCC2)c1)c1ccc(N2CCOCC2)c([N+](=O)[O-])c1
  105.0	9.6	22.0	17.4	6.6	103.0	-0.2	-2.1	6.6
56. CC(C)NC(=S)N1CCCN(c2ncccc2[N+](=O)[O-])CC1
  107.0	0.0	9.0	3.5	0.0	107.0	-18.7	-8.6	43.7
57. COc1ccc(CCN(C)C(=O)c2cc(-c3ccccc3)nc3ccc(C)cc23)cc1OC
  100.0	-0.4	3.0	0.5	1.8	103.0	-1.9	1.1	25.0
58. CCc1ccc(NC(=S)N(CCN2CCCCC2)Cc2ccco2)cc1
  101.0	-1.2	-1.0	-2.7	-1.1	103.0	-1.7	-9.4	7.1
59. CC(=O)N1CCc2cc(S(=O)(=O)NCCC(=O)Nc3ccc4c(c3)OCCO4)ccc21
  109.0	-0.4	2.0	4.7	0.0	109.0	-6.9	.	11.4
